Rac1 wt GTP bind = human Rac1 wildtype GTP binding, inhibitors and activators. P63000. GST-Rac1 beads, fluorescent GTP binding, flow cytometry; actives lie on both sides; 0 = cold GTP competed, 100 = untreated. GTP binding activity (% of control), % at 10 µM. actives 0.27% (n = 190,000). AID 757;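 active = GTP binding activity at least 20 points away from the 100% control level, either lower or higher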
Rab7 wt modul = dog Rab7 wildtype GTP binding, inhibitors and activators | GST-Rab7 beads, fluorescent GTP binding, flow cytometry; actives lie on both sides; untreated = 100%, excess cold GTP = 0% | actives 0.055% (n = 190,000) | GTP binding activity (percent of control), % at 10 µM;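 active = fluorescent GTP binding to Rab7 beads changed by at least 20 points from the 100% baseline, either direction, mostly lower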;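 note: median green fluorescence of bound Bodipy-FL-GTP per Rab7 bead population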
Mcl1-Noxa inh = disrupts binding of human Mcl-1 to Noxa peptide | Q07820 | TR-FRET Mcl-1/Noxa peptide binding, 2 h | inhibition, % at 21.7 µM | actives 1.5% (n = 220,000);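 active = compounds that cut the protein-peptide binding signal by more than 50% relative to plate controls in a single-dose test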;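 note: His-tagged Mcl-1 with rhodamine Noxa BH3 peptide and terbium anti-His antibody; 0% = Mcl-1 plus Noxa peptide wells and 100% = peptide-only wells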
Target sequence (Q07820 whole entry, looked up): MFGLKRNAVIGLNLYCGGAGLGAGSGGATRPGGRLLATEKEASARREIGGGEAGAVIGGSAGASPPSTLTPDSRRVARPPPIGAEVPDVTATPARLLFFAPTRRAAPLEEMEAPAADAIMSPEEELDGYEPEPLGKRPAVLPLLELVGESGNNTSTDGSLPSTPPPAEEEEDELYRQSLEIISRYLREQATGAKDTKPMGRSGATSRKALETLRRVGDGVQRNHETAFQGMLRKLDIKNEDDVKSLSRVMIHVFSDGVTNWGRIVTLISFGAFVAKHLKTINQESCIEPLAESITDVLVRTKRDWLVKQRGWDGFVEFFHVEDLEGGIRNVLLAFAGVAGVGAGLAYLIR
Pf gamet viab = P. falciparum stage V gametocyte viability inhibition | actives 0.065% (n = 150,000) | AID 743093 | inhibition, % at 10.9 µM | P. falciparum stage V gametocytes, ATP luminescence, 24 h;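 active = inhibition above the mean plus 3 SD of compounds within the control limits, set per campaign, cut at about 38% in these data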;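 note: 0% = DMSO wells and 100% = medium only without gametocytes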
Avidin fluor = compound fluoresces at 488/530 nm on avidin beads; compound fluorescence 488/530 nm, flow cytometry; active compounds read high; fluorescence (KMESF) at 10 µM; actives 0.38% (n = 220,000); in the data active = fluorescence above about 47; note: inactives centre near 10
Rab2A wt mod = changes GTP binding to wildtype dog Rab2A, up or down | AID 760 | GST-Rab2 wt beads, Bodipy-GTP binding, flow cytometry | P61105 | GTP binding activity, % at 10 µM | actives 0.19% (n = 190,000);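 active = GTP binding activity at least 20 points away from 100%, either lowered or raised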;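 note: 0% = beads with excess unlabeled GTP and 100% = no-compound control corrected for plate trend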
Bim-Mcl-1 = inhibitors of Bim-Mcl-1 interaction, human | Q07820 | Bead-based flow cytometry, Bim peptide-Mcl-1 binding | actives 0.1% (n = 190,000) | inhibition, % at 10 µM; in the data active = inhibition above about 40%;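 note: 0% = no compound tracer wells and 100% = peptide blocker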
Rac1 mut GTP = human Rac1 activated mutant GTP binding change; percent activity (GTP binding), % at 10 µM; actives 0.11% (n = 190,000); GST-Rac1 activated beads, fluorescent GTP binding, flow cytometry; actives lie on both sides; 100% means binding = to untreated wells; P63000;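 active = GTP binding at least 20 percentage points away from the 100% baseline, in either direction, so actives lie on both sides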
HRas wt GTP = human HRas wildtype GTP binding, change in either direction. P01112. GST-Ras wt beads, Bodipy-FL-GTP binding, flow cytometry; actives lie on both sides. AID 759. GTP binding activity, % at 10 µM. actives 0.14% (n = 190,000);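 active = GTP binding activity at least 20% away from the 100% baseline, either lowered as inhibitor or raised as activator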;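 note: 0% = unlabeled GTP competition control and 100% = no-compound control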
Target sequence (P01112 whole entry, looked up): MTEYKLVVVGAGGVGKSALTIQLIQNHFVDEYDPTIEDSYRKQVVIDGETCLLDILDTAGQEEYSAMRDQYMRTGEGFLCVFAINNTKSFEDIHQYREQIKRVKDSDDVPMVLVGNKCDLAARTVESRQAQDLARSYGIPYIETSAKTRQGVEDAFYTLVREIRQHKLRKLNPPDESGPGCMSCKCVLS
Mcl1 Bid PPI = Mcl-1/Bid interaction inhibition; inhibition, % at 21.7 µM; TR-FRET Mcl-1/Bid-Dy647 peptide binding, 1536-well; actives 0.97% (n = 220,000); Q07820;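 active = compounds that cut the binding signal by more than half at the single screening dose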;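 note: His-tagged Mcl-1 with europium anti-His antibody binding Bid BH3 peptide; 0% = Mcl-1 plus peptide wells and 100% = peptide-only wells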
Cdc42 wt = human Cdc42 wildtype GTP binding change, either direction. P60953. GST-Cdc42 beads, Bodipy-GTP binding, flow cytometry; actives lie on both sides. AID 761. percent activity (GTP binding), % at 10 µM. actives 0.2% (n = 190,000);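 active = percent activity GTP binding at least 20 points away from the 100% baseline, either down as inhibitor or up as activator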;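 note: median bead fluorescence of bound Bodipy-FL-GTP at 100 nM; 0% = excess unlabeled GTP control and 100% = no compound control; below 100% means less GTP binding so inhibitor and above means activator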
Target sequence (P60953 whole entry, looked up): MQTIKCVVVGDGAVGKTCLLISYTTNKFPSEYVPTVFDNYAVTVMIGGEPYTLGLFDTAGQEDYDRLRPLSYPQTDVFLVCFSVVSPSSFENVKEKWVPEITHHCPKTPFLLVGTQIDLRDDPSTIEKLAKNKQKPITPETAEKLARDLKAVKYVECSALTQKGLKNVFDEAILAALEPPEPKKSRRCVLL
* = called active by the depositor; . = no result given.

SMILES	Rac1 wt GTP bind	Rab7 wt modul	Mcl1-Noxa inh	Pf gamet viab	Avidin fluor	Rab2A wt mod	Bim-Mcl-1	Rac1 mut GTP	HRas wt GTP	Mcl1 Bid PPI	Cdc42 wt
CCOC(=O)N1CCC(NC(=O)CCC(=O)c2ccccc2)CC1	104	100	7	.	8	101	-1	100	101	-10	104
CC(=O)Oc1c(-c2ccco2)oc2ccccc2c1=O	91	99	-7	13	9	93	-4	92	95	-25	90
CCc1nn(-c2cc(Cl)ccc2OC)c2c1C(=O)CCC2	91	100	11	.	20	101	-4	98	99	-15	96
CCN(C(=O)CSc1nnc2ccccn12)C1CCS(=O)(=O)C1 (configuration not stated)	98	96	-6	9	9	95	2	94	97	-32	98
CC(C)CC(=O)c1c[nH]c(C(=O)NCCCn2ccnc2)c1	96	95	8	2	38	96	-1	94	98	-67	98
CC(=O)N=C(N)Sc1nc2ccccc2[nH]1	101	95	10	12	20	97	-3	99	101	-11	99
c1ccc(-c2nnc3ccc(N4CCC5(CC4)OCCO5)nn23)cc1	97	97	-10	.	22	95	-2	97	96	-12	96
CCOc1ccccc1N(CC(=O)Nc1ccccc1C(=O)OC)S(C)(=O)=O	101	101	2	13	15	102	0	96	101	-19	104
COc1ccc(S(=O)(=O)N(C)CC(=O)Nc2ccccc2C(F)(F)F)cc1	105	102	9	.	19	98	0	99	97	-6	102
O=C(Oc1ccc(/C=N/Nc2nc(N3CCCCC3)nc(N3CCCCC3)n2)cc1)c1ccco1	97	95	-2	.	11	94	-1	95	95	-10	95
CCOC(=O)c1cnc2nc(SC)nn2c1N	100	96	-3	19	12	99	0	98	97	-8	100
COC(=O)C1=C(C)N(CCc2ccc(OC)c(OC)c2)C(=O)/C1=C\N(C)C	106	100	4	.	3	101	1	101	102	-103	103
O=S(=O)(c1ccc(Cl)cc1)N1CCCC1c1nc(-c2ccc(Cl)cc2)no1 (configuration not stated)	110	98	3	.	5	99	5	100	101	-19	100
O=C(CCCc1nc(-c2ccccc2)no1)Nc1cccnc1	104	99	1	9	31	100	-3	100	101	-26	107
CCN(CC)S(=O)(=O)c1cc(NC(=O)CSc2nnc(-c3cccs3)o2)ccc1C	100	97	9	.	11	96	-14	97	97	-14	99
COc1ccc(OC)c(NS(=O)(=O)c2ccc3c(c2)CCC(=O)N3)c1	101	101	13	-8	12	101	1	99	102	-24	101
COc1ccc(-n2c(Cc3cccn3C)nnc2SCC(=O)N2CCC(C)CC2)cc1	106	106	-1	.	24	101	-4	99	103	-16	103
CC(C)(C)c1ccccc1OCCCCCn1ccnc1	94	96	23	-7	9	95	-2	96	94	-20	92
CCc1ccc(-c2cc(C(F)(F)F)n3nc(C(=O)Nc4cnn(Cc5ccccc5C)c4)cc3n2)s1	98	102	3	-15	39	99	-3	98	99	-7	99
Cc1ccc(OCCN2CCN(CC(O)Cn3c4ccccc4c4ccccc43)CC2)cc1 (configuration not stated)	105	104	-7	.	11	100	-1	99	101	66*	101
COc1ccc(OCCNC(=O)c2ccccc2OCC(=O)Nc2ccc(NC(C)=O)cc2)cc1	104	97	16	.	6	100	-1	101	99	-25	102
O=C(NNC(=O)c1sccc1-n1cccc1)Nc1ccccc1	103	107	6	2	8	98	-2	97	100	-15	99
Cc1noc(C)c1CSc1cc(C)c2ccccc2n1	104	100	-2	.	5	99	4	100	101	-19	102
CCC(=C(c1ccc(OC)cc1)c1ccc(OC)cc1)c1cn(CC(O)CN2CCN(C)CC2)c2ccccc12 (configuration not stated)	102	106	2	-1	12	103	9	101	102	-30	100
O=C(O)CCCCn1c(SCC(=O)Nc2ccccc2C(F)(F)F)nc2ccsc2c1=O	104	99	25	21	11	98	0	100	99	-4	99
CCOC(=O)c1nnn(-c2nonc2N)c1-c1ccccc1	101	99	7	18	28	98	-1	99	101	-11	101
CCNC(=O)/C(=C\c1ccccc1)NC(=O)/C=C/c1ccccc1	104	95	-2	-14	8	97	-2	101	99	-34	102
COc1ccc(C2C(C(=O)c3ccco3)=C(O)C(=O)N2CC2CCCO2)cc1 (configuration not stated)	98	100	21	-21	10	95	-1	93	97	-9	95
CN(C)CCNc1oc(COc2ccc(Cl)cc2Cl)nc1C#N	102	102	12	-2	32	102	0	99	101	-28	102
C=CCn1c(=O)c(C(=O)NCCc2ccccc2)c(O)c2ccccc21	100	93	27	.	12	93	0	96	98	20	94
CCOC(=O)C1=C(N)OC2=C(C(=O)CCC2)C1c1cccnc1 (configuration not stated)	109	103	26	-8	10	103	-1	101	103	-29	109
CCCN(c1ccc(C(C)C)cc1)S(=O)(=O)c1c(C)noc1C	103	102	0	.	5	101	0	98	103	-4	104
CC(=O)Nc1ccc(Oc2cc(C#N)c(C#N)cc2N2CCOCC2)cc1	91	91	-5	.	35	92	-2	92	94	-11	94
Cc1cccc(NS(=O)(=O)c2ccc3c(c2)Cc2cc(S(=O)(=O)Nc4cccc(C)c4C)ccc2-3)c1C	104	98	1	-16	15	101	-7	102	100	-8	98
CCc1ccc(NC(=O)COc2ccc(/C=C(/C#N)c3nc4ccccc4[nH]3)cc2OC)cc1	98	101	34	-18	6	100	-13	97	99	56*	102
CCOC(=O)c1c(NC(=O)CSc2nncs2)sc(C)c1-c1ccccc1	101	97	2	2	12	98	-1	99	98	-21	98
Cc1c(NC(=O)C(C)N2C(=O)NC3(CCC(C)CC3)C2=O)c(=O)n(-c2ccccc2)n1C (configuration not stated)	97	95	2	21	9	95	-1	92	94	-4	95
COc1cccc(CN(C)CC(=O)Nc2sc3c(c2C#N)CCC3)c1	97	97	28	.	11	92	-2	95	96	-32	95
CS(=O)(=O)c1nc(-c2ccc(Br)cc2)cc(-c2ccccc2)c1C#N	108	97	1	.	10	99	0	101	101	-18	104
CCC(C)(C)C1CCC(=NNC(=S)Nc2cccnc2)CC1 (configuration not stated)	101	101	-56	.	13	101	0	97	100	-84	99
O=C(O)c1ccccc1CSc1ncn[nH]1	106	103	0	.	32	104	-2	102	105	5	107
CCOC(=O)Cn1c2c(c(=N)c3c1CCC3)CCCC2	107	98	19	-20	2	98	0	100	100	-11	102
CCN(CC)C(=O)CN(c1cc2c(cc1OC)oc1ccccc12)S(=O)(=O)c1ccccc1	103	101	6	-2	13	102	2	100	101	-4	101
CCCCC(O)(C(NC=O)C(=O)OC)C(F)(F)F (configuration not stated)	100	100	10	8	11	100	0	101	100	-5	100
Oc1ccc(/C=C/c2ccc3ccccc3n2)cc1	100	95	25	21	9	99	-3	97	97	-2	97
CN(CCc1ccccn1)Cc1ccc(Cl)cc1Cl	102	99	-16	.	11	100	-3	99	98	-27	98
CCCN(CCC)S(=O)(=O)c1ccc(C(=O)Nc2nc3c(s2)CCc2ccccc2-3)cc1	105	101	4	.	8	106	-10	104	103	-52	107
CCCOc1ccc(C(CC(=O)O)NS(=O)(=O)c2ccc(NC(C)=O)cc2)cc1 (configuration not stated)	111	107	4	-42	11	106	5	104	107	0	110
COc1ccc(NC(=O)C2CCN(c3cc(C)nc(-c4ccccc4)n3)CC2)cc1	99	99	12	23	9	100	1	99	101	-16	100
O=C(/C=C/c1ccccc1)NCCSc1ccc(Cl)cc1	101	99	10	.	15	98	1	98	101	-16	98
COc1cccc(-c2csc(N3CCN(C(=S)Nc4ccc(Cl)cc4)CC3)n2)c1	92	93	-17	-12	9	94	-5	91	93	-30	94
COC(=O)c1cc(=O)nc2scc(C)n12	102	105	2	.	4	100	-1	100	103	-5	100
CCC(CC)C(=O)Nc1cccc(C(=O)N2CCOCC2)c1	100	103	14	-10	16	101	-4	97	101	-7	101
CCOC(=O)C1Cc2cc3c(cc2C1=O)CC(C(=O)OCC)C3=O (configuration not stated)	104	101	8	.	12	101	0	97	101	4	100
O=C(NCc1ccc2c(c1)OCO2)C(=S)N1CCOCC1	97	104	-3	.	10	95	0	98	100	-22	98
CCOC(=O)N1CCC(NC(=O)C2CCN(S(=O)(=O)c3c(C)noc3C)CC2)CC1	100	95	-7	1	8	96	-1	97	100	55*	102
C=CCN1C(=O)C(Cc2ccc(OC)cc2)SC1=Nc1ccc(C(=O)O)cc1 (configuration not stated)	100	100	3	-6	12	100	0	99	100	-14	101
CCCCNCc1cc(Br)c(OCC(=O)NCc2ccccc2)c(OC)c1	100	105	4	0	10	96	-3	95	97	-11	96
CCOC(=O)c1c(NC(=O)c2noc(C)c2[N+](=O)[O-])sc(C(C)=O)c1C	99	101	19	-17	7	93	-4	98	96	-21	93
COc1ccccc1N(C)S(=O)(=O)c1ccc(C(=O)OC(C)C(=O)NCc2ccc3c(c2)OCO3)cc1 (configuration not stated)	93	94	11	20	8	94	6	90	93	-17	93

Next results:
SMILES	Rac1 wt GTP bind	Rab7 wt modul	Mcl1-Noxa inh	Pf gamet viab	Avidin fluor	Rab2A wt mod	Bim-Mcl-1	Rac1 mut GTP	HRas wt GTP	Mcl1 Bid PPI	Cdc42 wt
COc1ccc(OC)c(NC(=O)[C@@H]2CCCN2C(=O)c2cccs2)c1	106	97	12	.	6	100	6	99	98	-41	105
Cc1cc(C)c2c(=O)[nH]c(SCC(=O)c3ccc(C(C)C)cc3)nc2n1	92	94	-114	-19	2	91	4	91	93	1	90
CC(C(=O)N1CCN(C)CC1)N1C(=O)c2ccccc2C1=O (configuration not stated)	103	96	20	-5	7	100	0	99	99	-25	100
CC1=CC(c2ccccc2)n2nc(NS(=O)(=O)c3ccc(C)cc3)nc2N1 (configuration not stated)	91	95	8	.	30	92	-1	90	92	-8	93
Cc1c(Cl)cccc1N1CC(C(=O)Nc2nccs2)CC1=O (configuration not stated)	99	101	14	.	20	101	-3	95	99	-10	100
Cc1[nH]c2ccccc2c1N=Nc1cccc(C(=O)O)c1	92	96	3	1	17	95	-4	95	93	-11	97
CC(c1ccccc1)n1cc(C(=O)NCCN2CCOCC2)nn1 (configuration not stated)	102	98	-1	1	38	99	-5	98	100	-15	99
COc1ccc(-n2c(CNC(=O)COc3ccc(Cl)cc3)n[nH]c2=S)cc1	99	94	16	4	9	96	-3	92	96	3	98
CCOc1ccc(OCC)c(NC(=O)C2C3C=CC(O3)C2C(=O)NCc2ccco2)c1 (configuration not stated)	108	98	20	21	33	103	6	101	101	-34	102

Entries of single compounds from above. Values in the order: Rac1 wt GTP bind, Rab7 wt modul, Mcl1-Noxa inh, Pf gamet viab, Avidin fluor, Rab2A wt mod, Bim-Mcl-1, Rac1 mut GTP, HRas wt GTP, Mcl1 Bid PPI, Cdc42 wt
`CCOc1ccc(OCC)c(NC(=O)C2C3C=CC(O3)C2C(=O)NCc2ccco2)c1` (configuration not stated) as listed: 108, 98, 20, 21, 33, 103, 6, 101, 101, -34, 102
`Cc1cc(C)c2c(=O)[nH]c(SCC(=O)c3ccc(C(C)C)cc3)nc2n1` as listed: 92, 94, -114, -19, 2, 91, 4, 91, 93, 1, 90
`COc1ccc(-n2c(CNC(=O)COc3ccc(Cl)cc3)n[nH]c2=S)cc1` as listed: 99, 94, 16, 4, 9, 96, -3, 92, 96, 3, 98
